CHO-K1 Ca antag = nonselective inhibitor or artifact in parental CHO-K1 cells; ATP-induced calcium, Fluo-8 fluorescence; inhibition, % at 3 µM; actives 0.6% (n = 360,000);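 active = inhibition above a per-plate cutoff, the plate's mean sample inhibition plus 3 SD, cut at about 24% in these data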;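 also: 0% = DMSO plus EC80 ATP and 100% = DMSO alone without ATP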
CHO parental Ca = ATP-evoked calcium signal inhibitors, parental CHO, primary screen, counter-screen for OX1R antagonist project, cell-based, fluorescence, Fluo-8 calcium dye; parental CHO-K1, ATP-induced calcium, Fluo-8 fluorescence; inhibition, % at 5.6 µM; actives 0.63% (n = 330,000); AID 463079, 2010;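 active = inhibition above that plate's mean sample inhibition plus 3 SD, cut at about 26% in these data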;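 also: 0% = ATP-challenged DMSO wells and 100% = DMSO wells without ATP; some compounds past the cut are filed as inactive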
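Assay system – parental CHO cells · Reagent – ATP stimulus · Detection – intracellular calcium via Fluo-8 no-wash fluorescent dye · Evaluation – percent inhibition of ATP-evoked calcium rise, normalized to controls · Controls – ATP wells versus no-ATP DMSO wells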
CHRM1 agonist = human M1 muscarinic receptor agonists, primary screen, Fluo-8 calcium fluorescence, CHO-K1 cells, HTS. Muscarinic acetylcholine receptor M1 (Homo sapiens), P11229. CHO-K1 hM1, agonist mode; 0% DMSO, 100% acetylcholine EC100. activation, % at 3 µM. actives 0.33% (n = 360,000). AID 588814, 2011;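 active = activation above the run's mean compound activation plus 3 SD, cut at about 16% in these data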;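 also: peak over basal fluorescence ratio within a 140 s kinetic read after compound addition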
OXTR potentiator = human OXTR potentiators, primary screen, fluorescence, CHO-OTR cells, Fluo-8 calcium. actives 0.061% (n = 320,000). activation, % at 3 µM. Fluo-8 calcium fluorescence, potentiator mode; 0% = oxytocin EC15, 100% = EC100. AID 2445, 2010. Oxytocin receptor (Homo sapiens), P30559;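 active = activation above that plate's cutoff, the mean activation of tested compounds plus 3 SD, cut at about 6.6% in these data, passing the limit was not always enough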;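 also: 100% uses oxytocin at 75 nM as the full agonist control; some results filed as inactive read as strong as hits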
Target sequence (P30559 whole entry, looked up): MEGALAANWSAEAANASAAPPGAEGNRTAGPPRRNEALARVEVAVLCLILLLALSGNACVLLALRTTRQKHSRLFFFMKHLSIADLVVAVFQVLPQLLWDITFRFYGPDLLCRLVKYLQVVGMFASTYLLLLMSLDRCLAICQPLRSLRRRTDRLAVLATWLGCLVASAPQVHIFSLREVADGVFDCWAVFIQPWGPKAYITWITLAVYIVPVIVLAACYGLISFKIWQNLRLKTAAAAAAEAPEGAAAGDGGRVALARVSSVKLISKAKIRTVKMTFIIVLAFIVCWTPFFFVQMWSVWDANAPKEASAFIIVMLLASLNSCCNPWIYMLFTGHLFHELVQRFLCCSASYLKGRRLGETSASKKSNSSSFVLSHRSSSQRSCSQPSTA
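System: human OTR in CHO cells; Also added: sub-maximal oxytocin, roughly EC15; Timing: compound 6 min at room temperature before oxytocin, 100 s read; Technique: Fluo-8 intracellular calcium fluorescence, ex 470-495, em 515-575 nm; Controls: oxytocin EC15 low and EC100 high; Replication: singlicate.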
V1aR counter = agonists of human V1a receptor, primary screen, counter-screen for OXTR agonist project, fluorescence, CHO-V1R cells | AID 2797, 2010 | activation, % at 3 µM | actives 0.25% (n = 320,000) | Fluo-8 calcium fluorescence, agonist mode; 0% DMSO, 100% 3 nM vasopressin;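 active = activation above the mean activation of all tested compounds plus 3 SD, per screening run, cut at about 20% in these data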;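 also: signal is peak over basal fluorescence ratio across a 100 second FLIPR read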
CHO-K1 Ca ag = counter-screen for M1 agonists: effect in parental CHO-K1 cells; Fluo-8 calcium fluorescence; scaled to maximal ATP response, vehicle zero; activation, % at 3 µM; actives 0.48% (n = 360,000); in the data active = activation above about 15%;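 also: untransfected CHO-K1 host cells lacking M1 receptor as counterscreen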
TAAR1 ag = human TAAR1 agonists, primary screen, Fluo-8 calcium fluorescence, CHO RD-HGA16 cells | Trace amine-associated receptor 1 (Homo sapiens), Q96RJ0 | vehicle wells 0%, saturating PEA agonist 100% | activation, % at 3 µM | actives 0.99% (n = 360,000);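 active = activation above the mean activation of all test compounds in the run plus 3 SD, cut at about 38% in these data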
Target sequence (Q96RJ0 whole entry, looked up): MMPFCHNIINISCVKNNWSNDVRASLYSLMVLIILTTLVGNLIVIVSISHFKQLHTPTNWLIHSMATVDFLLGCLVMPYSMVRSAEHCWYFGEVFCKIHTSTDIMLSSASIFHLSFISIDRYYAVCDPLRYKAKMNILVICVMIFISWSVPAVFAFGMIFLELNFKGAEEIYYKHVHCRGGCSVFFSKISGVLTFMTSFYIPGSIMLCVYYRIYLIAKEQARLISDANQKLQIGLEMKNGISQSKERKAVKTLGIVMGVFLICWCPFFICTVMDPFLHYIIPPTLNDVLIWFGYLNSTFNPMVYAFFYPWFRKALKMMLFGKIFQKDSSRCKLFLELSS
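Test system: RD-HGA16 (CHO) cells co-expressing Gα16 and hTAAR1; dosing: one-point dosing at 3 µM (nominal); timing: 17-24 h seeding, 75 min 37 °C dye, 30 min RT; signal: kinetic Fluo-8 calcium fluorescence; read-out basis: % activation relative to PEA EC100 response; controls: DMSO and PEA EC100; replicates: n 1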
CHO-K1 Ca PAM = nonselective calcium activators in parental CHO-K1 cells, primary screen, counter-screen for M1 PAM project, cell-based, Fluo-8 calcium fluorescence, full deck, 1536-well; ATP EC20; 0% at ATP EC20, 100% at ATP max; activation, % at 3 µM; actives 0.02% (n = 360,000); AID 602247, 2012;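 active = activation above the run cutoff, the mean activation of all test compounds plus 3 SD, cut at about 40% in these data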;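 also: peak over basal fluorescence ratio in a 140 s read after ATP addition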
TAAR1 antagonist = human TAAR1 antagonists, primary screen, Fluo-8 calcium fluorescence, CHO RD-HGA16 cells | actives 1.5% (n = 360,000) | Trace amine-associated receptor 1 (Homo sapiens), Q96RJ0 | AID 624466, 2012 | inhibition, % at 3 µM | antagonist;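 active = inhibition above a per-plate cutoff, the mean inhibition of test compounds on that plate plus 3 SD, cut at about 49% in these data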;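 also: 0% = DMSO plus EC80 beta-PEA response and 100% = DMSO alone without agonist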
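System: CHO RD-HGA16 cells bearing hTAAR1. Reagent: EC80 β-phenethylamine stimulus. Schedule: seeding 17-24 h prior, 75-min 37 °C, 30-min RT dye loading. Signal: Fluo-8 intracellular calcium dye fluorescence, real-time kinetic reads. Read-out: % inhibition from peak post-agonist over basal fluorescence ratio. Benchmarks: vehicle wells and EC80 agonist wells. Replicates: n of 1.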
Starred values were filed as active, the others as inactive; · = no result given.

Fields: CHO-K1 Ca antag	CHO parental Ca	CHRM1 agonist	OXTR potentiator	V1aR counter	CHO-K1 Ca ag	TAAR1 ag	CHO-K1 Ca PAM	TAAR1 antagonist
> COC(=O)c1ccc(NC(=O)c2ccc3nc(C)sc3c2)cc1
  -10.1	-18.3	-0.5	-14.3	4.5	2.3	3.7	11.1	-15.9
> O=C(NCCc1ccc(F)cc1)c1cc2ccccc2oc1=O
  -1.5	-9.6	-1.5	4.0	0.0	0.4	0.0	-3.6	-6.5
> Brc1c(C[n+]2ccccc2)nc2ccccn12
  -9.1	-3.5	-9.7	-2.1	-0.3	0.3	3.8	3.1	-38.7
> CCCn1c2c(c(O)c(C(=O)Nc3nccs3)c1=O)CCCC2
  -11.6	-7.5	-2.1	-9.4	-0.2	0.5	6.5	19.0	6.8
> c1ccc2ncc(-n3cnnn3)cc2c1
  -0.7	-7.4	-4.2	-3.1	2.4	0.5	1.0	15.6	5.2
> COc1ccc(NC2CCCN(C(=O)CCc3cn[nH]c3)C2)cc1 (configuration not stated)
  -4.3	-7.0	-1.1	-2.8	0.1	1.1	1.3	0.9	-8.4
> O=C(CN1CCOC1=O)N1CCCC(Nc2ccc(F)c(F)c2)C1 (configuration not stated)
  -13.4	-12.8	-1.5	-2.2	0.6	1.6	1.1	22.0	-22.6
> CC(CN1CCCC1)OC(=O)C(c1ccccc1)c1ccccc1 (configuration not stated)
  -8.8	-5.8	-9.4	-6.5	-1.6	0.7	1.4	11.0	-7.3
> CNS(=O)(=O)c1cc(Nc2ncnc3sccc23)ccc1C
  -5.0	3.9	0.2	-22.9	4.8	5.0	4.5	15.3	7.2
> O=C(Nc1ccccn1)c1ccco1
  -6.7	-0.2	-5.3	-7.4	-0.3	0.3	15.3	17.1	1.8
> Cc1ccc(OCCSc2nnc(-c3cccs3)n2C)cc1
  -10.3	-16.5	-7.1	-11.1	0.0	0.3	10.7	22.8	5.7
> CCOC(=O)N1CCN(C(=O)CSc2nnc(-c3ccc(C(C)(C)C)cc3)o2)CC1
  6.8	-3.6	8.4	-7.3	7.0	5.3	2.7	5.8	7.1
> O=C(NCCN1CCOCC1)c1ccc(Cl)c([N+](=O)[O-])c1
  7.1	-5.0	-5.4	5.1	0.3	0.1	10.8	-8.9	-7.0
> CC(=O)c1cc(-c2ccccc2)n(CC(=O)NC2CCCCC2)c1C
  6.1	-8.7	0.8	-10.8	-0.4	0.1	3.5	6.6	-7.9
> Cc1ccc(C)c(S(=O)(=O)Nc2ccc(C(=O)NCCCN3CCCC3=O)cc2)c1
  -3.8	5.1	-5.4	-8.1	-1.0	0.3	0.6	0.1	10.4

The last 2 records of the part above are carried over, then new ones follow.
Fields: CHO-K1 Ca antag	CHO parental Ca	CHRM1 agonist	OXTR potentiator	V1aR counter	CHO-K1 Ca ag	TAAR1 ag	CHO-K1 Ca PAM	TAAR1 antagonist
> CC(=O)c1cc(-c2ccccc2)n(CC(=O)NC2CCCCC2)c1C
  6.1	-8.7	0.8	-10.8	-0.4	0.1	3.5	6.6	-7.9
> Cc1ccc(C)c(S(=O)(=O)Nc2ccc(C(=O)NCCCN3CCCC3=O)cc2)c1
  -3.8	5.1	-5.4	-8.1	-1.0	0.3	0.6	0.1	10.4
> C/C(CCCO)=N/Nc1ccc([N+](=O)[O-])cc1[N+](=O)[O-]
  1.7	4.1	-1.9	-12.3	8.5	8.5	5.5	11.3	16.0
> COc1ccc(O)cc1
  6.9	-3.6	-1.9	2.9	2.1	0.1	0.2	4.3	5.7
> CCOc1ccc(CN(C)CC(=O)Nc2ccc(N3CCOCC3)cc2)cc1OC
  0.5	-1.6	-8.2	-7.0	0.1	15.9*	0.6	16.7	-1.7
> O=C(Nc1cc(C(F)(F)F)cc(C(F)(F)F)c1)c1ccc(Cn2cc(C(F)(F)F)ccc2=O)cc1
  4.5	-7.8	-5.7	-2.8	1.6	0.0	0.6	11.5	-4.8
> CC(C)(C)C1CCC(OC(=O)CN2CCOCC2)CC1 (configuration not stated)
  -4.6	7.0	-2.7	-5.2	1.2	-0.3	2.5	13.9	5.2
> Cc1nc2cc(NC(=O)N3c4ccccc4CC3C)ccc2o1 (configuration not stated)
  -17.2	-13.9	-1.8	-8.5	-0.3	-0.4	-0.2	17.3	-24.2
> COc1ccc(S(=O)(=O)NCc2cccnc2)c2ccccc12
  -7.7	-10.9	-2.6	-10.8	1.2	0.4	-0.8	-3.9	-12.4
> CCCCCOC(=O)NC1CCS(=O)(=O)C1 (configuration not stated)
  -12.4	2.5	-3.9	-18.9	-0.4	-0.1	6.5	11.1	5.8
> COc1ccc(OCc2nnc(SCC(=O)N3CCCc4ccccc43)n2-c2ccc(C)cc2)cc1
  -8.2	-25.2	-0.9	-7.1	0.5	-0.1	2.1	0.6	-7.6
> COc1ccc(SC[C@H](Cc2ccccc2)N2CCN(C)CCC2=O)cc1
  -3.0	-14.2	-6.5	-6.7	1.6	0.4	18.4	-5.6	-5.6
> C=CC[C@H](CC(=O)N(CCO)Cc1ccccc1)C(=O)NCCOC(=O)[C@@H](CC=C)CC(=O)OC(C)(C)C
  -12.1	-29.2	-4.4	-6.5	-0.8	1.7	10.9	7.5	12.0
> N#Cc1cnn2c(C(F)(F)F)cc(-c3ccccc3)nc12
  -12.9	54.3*	-6.7	5.4	-2.2	-0.3	-0.3	11.9	0.4
> CSCCC(=O)N1CCCC(N(C)CCc2ccccc2)C1 (configuration not stated)
  10.2	-8.5	-9.5	0.4	0.2	-0.1	8.0	-6.2	-2.0
> CN1OC[C@@H]2CN[C@H](c3cccc(-c4cc(Cl)cc(Cl)c4)c3)C[C@@H]21
  -5.7	·	-9.5	·	·	0.7	7.5	17.4	-18.6
> CCOC(=O)c1nc(C(=O)NCc2ccc(C)cc2)nc2ccccc12
  -9.1	-20.2	-6.9	5.2	-1.5	-1.1	2.6	15.6	-6.4
> CCn1cc(C(=O)NCC(=O)NCCCN2CCOCC2)c(=O)c2cc3c(cc21)OCO3
  -9.4	-2.2	-2.6	-7.6	0.0	0.4	6.8	11.6	-12.6
> COc1ccc(-c2nc(SC)n(C(=O)c3ccco3)n2)cc1
  -10.3	-1.0	-2.7	-6.7	-0.6	0.3	2.0	14.8	1.9
> COCCNC(=O)CSc1nc2c(n1-c1ccccc1)CCCC2
  -8.1	0.8	-4.7	0.5	-0.1	0.4	5.2	10.3	10.8
> CS(=O)(=O)c1ccc(Nc2nc(C(N)c3ccccc3Cl)cs2)cc1 (configuration not stated)
  13.8	·	-2.7	·	·	0.6	5.1	-14.2	-17.4
> Cc1nnc(NC(=O)C2CC(=O)N(c3ccccc3)C2)s1 (configuration not stated)
  -11.7	-3.4	-6.4	1.7	-0.2	2.7	2.1	9.6	-7.1
> Cc1cccc(-c2noc(CNC(=O)c3ccco3)n2)c1
  7.9	-6.6	-4.6	-3.5	1.6	9.3	-1.1	-0.9	2.3
> CC(=O)NC(CCS(C)(=O)=O)C(=O)Nc1ccc(F)cc1Cl (configuration not stated)
  -5.0	-5.8	-3.3	-1.2	0.4	0.5	1.0	10.4	-0.3
> COc1ccc(CNS(=O)(=O)c2ccc3c(c2)NC(=O)C(C)S3)cc1 (configuration not stated)
  -13.5	3.5	0.2	-12.9	8.1	9.9	4.6	-16.8	-22.1
> COc1ccc(S(=O)(=O)N2CCc3ccccc32)cc1C(=O)Nc1ccc(NC(C)=O)cc1
  -10.5	-11.1	-6.2	-3.7	1.5	0.2	0.2	-0.8	-4.3
> CCCCN(CC)C(=S)Nc1ccc2nc(N3CCN(C)CC3)cc(C)c2c1
  -2.9	-9.2	-6.9	-0.9	0.4	0.1	1.6	-19.0	-20.4
> COc1cccc(N(CC(=O)N2CCCC2)S(C)(=O)=O)c1
  -6.9	-12.2	-3.5	-1.8	1.8	1.0	0.4	16.7	6.2
> Nc1ccc(Oc2ccc3c(c2)OCO3)cc1
  6.8	-8.1	-6.5	2.9	0.6	0.1	1.3	12.2	-6.9
> Cc1ccc(OCCC(=O)Nc2ccc(C)c(S(=O)(=O)N3CCOCC3)c2)cc1
  -10.6	-17.3	-2.1	-6.1	3.0	5.4	2.6	10.8	3.2
> Cc1ccc2nc3n(c(=O)c2c1)-c1cc2ccccc2cc1C(=O)NC3Cc1ccccc1 (configuration not stated)
  -11.2	·	4.8	·	·	0.1	1.6	22.5	-5.7
> O=C1CC(c2ccccc2)CC(O)=C1C=Nc1ccccc1Cl (configuration not stated)
  -3.5	-5.2	-6.0	-5.9	0.8	6.9	0.9	21.7	-2.2
> N#C/C(=C\c1c(N2CCN(Cc3ccccc3)CC2)nc2ccccn2c1=O)S(=O)(=O)c1ccccc1
  -9.2	-23.5	-3.8	-9.6	0.0	1.6	9.1	10.6	-15.2
> O=C(COc1ccc(Br)cc1)Nc1ccc(-c2nnc(-c3ccco3)o2)cc1
  -9.2	-3.1	-5.8	6.8	0.1	0.8	7.1	18.4	4.0
> OCC1(Cc2ccc(F)cc2)CCCN(CCCC(F)(F)F)C1 (configuration not stated)
  7.6	-11.5	-4.9	-7.9	-0.1	0.1	3.7	1.5	-16.0
> COc1ccccc1-c1sc2cc3c(cc2c1C#CC1(O)CCCCC1)OCO3
  -10.7	-40.9	-5.4	-6.7	0.5	0.2	8.3	7.6	17.9
> CCn1c(C)nc2cc(C(=O)NNC(=S)Nc3ccccc3)ccc21
  -4.7	-0.2	-9.2	-2.4	1.6	0.2	2.7	17.7	6.5
> O=C(COC(=O)COc1ccc(Br)cc1)NCC1CCCO1 (configuration not stated)
  0.4	-7.2	-3.0	1.0	1.8	0.0	3.2	-5.2	4.1
> CCCCNC(=O)c1cn(CC)c2cc(N3CCN(C)CC3)c(F)cc2c1=O
  -10.7	-9.6	-7.3	1.6	1.2	1.0	2.3	20.9	-18.3
> CCOc1ccc2nc(SCc3ccc(C(=O)OC)o3)[nH]c2c1
  -6.6	-25.3	-2.9	-3.8	-0.6	0.0	-0.9	-22.1	-9.8
> O=[N+]([O-])c1cccc(N(CC(O)CN2CCCC2)S(=O)(=O)c2ccccc2)c1 (configuration not stated)
  -3.1	-6.2	-5.1	-9.1	0.1	1.6	3.2	14.3	-34.7

Compound activity as filed in PubChem BioAssay.
